# Jurkat tox 60K = cytotoxicity toward Jurkat T cells, primary screen, cytotoxicity control, cell-based, Jurkat E6.1, 60K MLSMR library. Jurkat E6.1 viability, ATP luminescence, 48 h. inhibition, % at 4 µM. actives 1.2% (n = 56,000). AID 463, 2006;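 active = inhibition above the mean inhibition of all tested compounds plus 3 SD, cut at about 28% in these data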
# M1 antagonist = antagonists of rat M1 muscarinic receptor; B-score at 10 µM; Muscarinic acetylcholine receptor M1 (Rattus norvegicus), P08482; AID 628, 2007; actives 3.4% (n = 64,000); CHO-M1 cells, Fluo-4 calcium, ACh EC80 antagonist mode; active compounds read low;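 active = calcium fluorescence response, raw or row-and-column corrected B-score, differing from the plate sample mean either way at a set confidence level, mostly lower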
# Target sequence (P08482 whole entry, looked up): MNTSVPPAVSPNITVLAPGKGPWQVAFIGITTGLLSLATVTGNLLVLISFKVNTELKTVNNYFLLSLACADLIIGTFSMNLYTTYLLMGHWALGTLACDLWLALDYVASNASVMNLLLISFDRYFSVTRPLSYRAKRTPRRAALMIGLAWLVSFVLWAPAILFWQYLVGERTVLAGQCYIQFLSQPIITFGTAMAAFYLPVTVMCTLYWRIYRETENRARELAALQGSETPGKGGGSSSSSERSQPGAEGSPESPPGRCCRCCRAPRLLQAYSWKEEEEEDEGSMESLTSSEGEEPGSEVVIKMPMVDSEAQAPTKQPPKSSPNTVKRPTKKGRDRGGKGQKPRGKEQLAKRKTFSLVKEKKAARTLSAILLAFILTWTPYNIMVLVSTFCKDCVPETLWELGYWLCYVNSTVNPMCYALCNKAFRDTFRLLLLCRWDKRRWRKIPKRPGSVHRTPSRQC
# 5-HT1A blocker = human 5-HT1a receptor antagonists, primary screen, cell-based, CHO, Ga15 NFAT-bla reporter. CHO 5-HT1a Ga15 NFAT-bla reporter, antagonist mode. inhibition, % at 10 µM. actives 0.68% (n = 62,000). AID 612, 2007;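 active = inhibition above the mean of all tested compounds plus 3 SD, cut at about 43% in these data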;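 also: receptor stimulated by 5-CT agonist at 100 nM near EC80; beta-lactamase reporter measured by ratiometric fluorescence of a cleavable substrate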
# HTR1E agonist = 5-HT1E receptor agonists, primary screen, cell-based, HTS | 5-hydroxytryptamine receptor 1E (Homo sapiens), P28566 | CHO 5-HT1E Ga15 NFAT-bla reporter, FRET; 0% DMSO wells, 100% control agonist wells | activation, % at 6 µM | actives 0.69% (n = 65,000) | AID 574, 2007;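 active = activation above a set limit, the screen-wide mean activation plus 3 SD, cut at about 8.5% in these data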;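 also: 100% = positive control agonist at 1 µM giving full maximal response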
# 5HT1a ag = human 5-HT1a receptor agonists, primary screen, cell-based, CHO, Ga15 NFAT-bla reporter. activation, % at 10 µM. 5-hydroxytryptamine receptor 1A (Homo sapiens), P08908. actives 0.56% (n = 65,000). CHO 5-HT1a Ga15 NFAT-bla reporter, FRET ratio; 0% basal, 100% maximal reference agonist;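 active = activation above the screen-wide mean activation plus 3 SD, cut at about 19% in these data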;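 also: 0% = DMSO wells and 100% = 5-CT at EC100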
# S1P1 ag pot = S1P1 agonists and agonism potentiators, primary screen, cell-based, primary and confirmation screens, CRE-bla reporter; actives 0.57% (n = 56,000); S1P1 CRE-bla cells, forskolin, beta-lactamase FRET, potentiator mode; S1P1 agonist co-added at EC20, 2 nM; 100% = saturating reference agonist, 0% = basal; AID 449, 2006; activation, % at 9.5 µM; Sphingosine 1-phosphate receptor 1 (Homo sapiens), P21453;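 active = activation above a cutoff set at the mean activation of all tested compounds plus 3 SD, cut at about 54% in these data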;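 also: forskolin at 4 µM as EC80 and the EC20 agonist is SEW2871; 100% = SEW2871 at its EC100 plus forskolin at EC80; some compounds past the cut are filed as inactive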
# M1 ag = M1 muscarinic receptor agonists, primary screen, CHO-M1 cells, Fluo-4 calcium, agonist mode. actives 3% (n = 64,000). Fluo-4 calcium fluorescence; active compounds read high. B-score at 10 µM. Muscarinic acetylcholine receptor M1;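 active = fluorescence rise, raw or as B-score row- and column-corrected plate score, outside the 99.7% band of its plate's samples, either direction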
# S1P3 agonist = human S1P3 receptor agonists, primary screen, cell-based, primary and confirmation, NFAT-BLA reporter; Sphingosine 1-phosphate receptor 3 (Homo sapiens), Q99500; S1P3 NFAT-BLA reporter cells, agonism, FRET ratio; relative to 1 µM S1P, basal subtracted; activation, % at 4.5 µM; actives 0.1% (n = 60,000);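 active = activation above the screen-wide mean plus 3 SD, cut at about 4.5% in these data, passing the limit was not always enough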; also: some compounds called inactive have numbers as strong as hits
# Target sequence (Q99500 whole entry, looked up): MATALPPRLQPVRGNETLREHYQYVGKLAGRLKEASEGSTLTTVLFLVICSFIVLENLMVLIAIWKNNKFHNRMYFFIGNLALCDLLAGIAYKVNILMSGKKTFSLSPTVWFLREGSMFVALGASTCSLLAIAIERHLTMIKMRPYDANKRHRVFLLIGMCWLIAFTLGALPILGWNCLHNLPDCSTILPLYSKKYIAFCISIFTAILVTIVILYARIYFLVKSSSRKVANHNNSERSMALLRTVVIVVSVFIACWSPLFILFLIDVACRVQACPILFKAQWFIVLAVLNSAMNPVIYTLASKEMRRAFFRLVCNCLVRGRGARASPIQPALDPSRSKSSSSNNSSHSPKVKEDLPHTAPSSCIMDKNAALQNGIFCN
#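 Material: Human S1P3 NFAT-BLA reporter CHO cells | Incubation: Overnight plating, 4 h compound 37 °C, 2 h substrate RT | Signal: FRET β-lactamase substrate fluorescence, excitation 405 nm, 460/535 nm emission ratio, background-subtracted | Compound: 4.5 µM final, single dose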
# 5HT1E antag = 5-HT1E receptor antagonists, primary screen, cell-based, HTS. inhibition, % at 6 µM. CHO 5-HT1E Ga15 NFAT-bla reporter, FRET, antagonist. actives 0.99% (n = 65,000). AID 571, 2007;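 active = inhibition above a set limit, the mean inhibition across every tested compound plus 3 SD, cut at about 29% in these data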;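 also: signal is the 460 over 535 nm emission ratio of beta-lactamase substrate; 0% = agonist plus DMSO wells and 100% = wells without agonist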
# * marks the source's active call; other numbers are inactive results; · = not tested or not shown.
SMILES,Jurkat tox 60K,M1 antagonist,5-HT1A blocker,HTR1E agonist,5HT1a ag,S1P1 ag pot,M1 ag,S1P3 agonist,5HT1E antag
O=C(NCCCc1ccccc1)c1ccc(Br)o1,1,-0.081,2,-0.3,-0.6,14,0.073,-0.3,-5
CC(C)c1nc2ccccc2c2nnc(SCC(=O)NCc3ccco3)n12,0,0.019,-9,0.4,-2.8,-19,0.29,-0.7,12
CS(=O)(=O)N(CC(=O)N1CCN(c2cccc(Cl)c2)CC1)c1ccccc1,0,0.005,-2,-0.7,-5.3,·,-0.97,-1.1,5
O=C(CSc1nnc(Cc2cc(=O)[nH]c(=O)[nH]2)n1-c1ccc(Cl)cc1)NC1CCCC1,-3,-0.89,-4,0.8,-0.2,-17,-1.2,-0.7,3
COc1ccc(N2CCN(C(=O)CSc3ncnc4c3cnn4-c3ccccc3C)CC2)cc1,-2,-0.027,0,0.9,-0.7,-18,-0.74,-0.1,-5
CCOC(=O)c1nnn(-c2nonc2N)c1-c1ccc(OCC)cc1,9,-0.17,1,0.7,-3.9,-21,-0.61,-0.2,8
O=C(Nc1nc2ccc(S(=O)(=O)N3CCCC3)cc2s1)c1cccs1,5,-0.97,-10,-1.4,-0.1,7,-1.4,-1.0,2
COc1ccc(NC(=O)Cn2c(C)cc(=O)c3cccc(OC)c32)cc1,-11,0.42,1,0.4,-1.9,-2,0.34,0.1,-12
COc1ccc(CN(C#N)c2nc(SC)nc(N(C)C)n2)cc1,·,0.19,·,0.3,-1.9,-8,-0.1,-1.0,-16
CC1=C(C)CS(=O)N(c2ccc(S(N)(=O)=O)cc2)C1 (configuration not stated),·,-0.46,5,0.6,-0.3,·,0.15,·,3
CCc1ccc(C(=O)Nc2ccc(S(=O)(=O)Nc3nc(C)cc(C)n3)cc2)o1,-4,0.98,-4,0.8,-0.3,-10,-0.1,-0.7,-6
Cc1cc(Cl)c(S(=O)(=O)NCc2ccncc2)cc1OCC(N)=O,4,-0.065,3,-1.1,-3.0,·,0.018,0.3,-13
O=C(NC1CCCCC1)Sc1ccc(Cl)cc1,-4,0.65,-5,-0.8,-1.9,15,0.5,-1.1,6
C=CCOc1ccccc1/C=c1\sc2nc(=O)c(C)nn2c1=O,-6,0.36,-2,-0.1,0.0,-3,-0.41,-0.1,0
CN1CCN(S(=O)(=O)c2ccc(Br)s2)CC1,2,-0.46,12,-0.2,0.0,25,-0.099,-0.5,10
Cc1cc(C)n(C(=O)c2ccncc2)n1,-5,0.45,4,0.1,-2.2,-8,-0.91,0.0,-6
CC(C)Cn1c(CN2C(=O)c3ccccc3C2=O)nc2ccccc2c1=O,-6,-0.21,0,0.3,3.0,-51,-0.35,0.1,6
c1coc(-c2nnc(SCc3cn4ccccc4n3)o2)c1,-7,1,-8,0.9,0.5,-31,1.4,-0.8,-4
CN1CCC(OC(=O)C23CCC(C)(C(=O)O2)C3(C)C)CC1 (configuration not stated),-6,0.34,10,-0.7,-4.0,-24,-0.053,0.3,-3
COc1ccccc1N1CCN(C(=O)CSc2nnc(-c3ccoc3C)o2)CC1,2,-1.5,-10,0.6,0.7,-9,0.34,-0.8,-5
CCCc1[nH]nc2c1C(c1cc(OC)cc(OC)c1)C(C#N)=C(N)O2 (configuration not stated),·,0.081,6,-0.5,-0.8,·,1.5,·,-7
Cc1c(=O)n(OCc2ccccn2)c2ccccc2[n+]1[O-],-9,0.096,8,-0.1,-0.1,10,0.78,-1.3,5
O=C(CC1SC(N2CCCCC2)=NC1=O)Nc1cccc(C(=O)O)c1 (configuration not stated),-10,0.43,-1,0.3,-1.1,-8,0.2,-0.1,-3
CCOC(=O)C(O)(C1C(=O)CC(C)(C)CC1=O)C(F)(F)F (configuration not stated),·,0.00058,·,0.3,1.5,1,0.6,-0.5,-3
O=C(Cn1nnc(-c2ccc(Cl)cc2)n1)NC1CC2CCC1C2 (configuration not stated),5,-0.48,-2,-0.5,-4.0,12,-0.49,-0.8,3
# The list goes on.
SMILES,Jurkat tox 60K,M1 antagonist,5-HT1A blocker,HTR1E agonist,5HT1a ag,S1P1 ag pot,M1 ag,S1P3 agonist,5HT1E antag
CCC(CC)NC(=O)c1cc(OC)c(OC)c(OC)c1,2,0.25,2,-0.6,0.8,-10,-1.1,-1.6,-21
Cc1csc(NC(=O)CSc2nnc3ncccn23)n1,-1,0.15,-6,1.2,-1.8,2,-0.35,0.6,-5
CCOC(=O)COn1c(=O)c(=O)n(OC)c2ccccc21,2,0.22,5,-1.0,0.7,-33,0.064,-1.1,-6
C=CCN1C(c2ccccc2)=CS/C1=C(\C#N)c1nnc2n1CCCCC2,1,0.13,-17,0.2,1.2,-4,0.26,1.2,3
O=C(CSCc1ccco1)Nc1cc(C(F)(F)F)ccc1N1CCOCC1,·,2.3,16,-1.6,-1.4,·,0.87,·,0
CCc1cc2c(-c3ccccc3)cc(=O)oc2c(CN2CCOCC2)c1O,7,-0.94,-4,0.1,1.1,-50,15*,-1.2,9
CCCN(CCC)C(=O)CSc1nc2n[nH]c(C)c2c(=N)n1-c1ccc(OCC)cc1,2,0.38,-28,2.6,-0.8,-15,1.4,-0.3,-6
CC(C)CC(C(=O)O)C(C)CC(=O)Nc1ccn(-c2ccccc2)n1 (configuration not stated),·,0.9,·,0.3,-4.1,11,-0.92,-3.8,4
COc1ccc(Nc2ncnc3nc[nH]c23)cc1OC,-2,0.49,-2,-0.3,-0.5,10,1,-1.3,5
N#CCSc1nnc(Cc2cccc3ccccc23)n1C1CCCCC1,-2,-0.76,0,0.4,-2.1,-2,0.019,0.2,-2
Cc1c(C(=O)Nc2ccncc2)oc2ccccc12,16,-0.97,-5,0.0,-2.3,12,-0.85,-1.0,-5
CC(C)(C)NC(=O)Cn1nnc(-c2ccc(Cl)cc2)n1,-1,-0.082,5,-0.8,-0.7,12,-0.56,-0.3,1
Cc1ccc(CNC(=O)CCS(=O)(=O)c2cccc3nonc23)cc1,·,0.5,-15,-0.5,-0.2,·,-0.16,·,2
CCN(CCCNC(=O)CCNC(=O)Cn1cnc2ccccc2c1=O)c1ccccc1,-3,-0.16,-5,0.1,-2.8,-22,-0.25,-1.1,-2
COc1ccccc1NC(=O)CS(=O)(=O)c1cccc2nsnc12,-2,-0.1,4,-0.8,-4.7,-29,0.23,-0.5,-4
O=C(CSc1ncnc2nc[nH]c12)N1CCN(c2ccccc2)CC1,2,-0.35,-7,0.3,-3.0,-24,-1.2,-0.3,-3
COC1CCCCC1Nc1cc(C)ccc1C (configuration not stated),0,1.2,2,0.3,-1.1,-23,-0.013,-1.3,1
O=C(NCC1COc2ccccc2O1)C1CCN(S(=O)(=O)c2cccc3nsnc23)CC1 (configuration not stated),-2,0.22,5,-1.1,0.3,3,-0.052,-0.3,5
CCc1nc(SCC(=O)Nc2ccc3c(c2)OCCO3)c2oc3ccccc3c2n1,6,0.53,5,-0.3,-1.9,3,-0.34,-0.7,23
O=C(NCc1ccco1)c1cc2n(n1)C(C(F)(F)F)CC(c1ccc(Br)cc1)N2 (configuration not stated),0,-0.23,-6,-0.3,0.4,-3,-0.94,-0.3,6
Cc1ccccc1-n1nnnc1SCc1csc(-c2ccccc2)n1,4,0.24,18,-0.6,-3.6,4,-0.97,-1.2,6
CS(=O)(=O)N(Cc1ccc(C(=O)NCc2ccco2)cc1)c1ccccc1,0,1.9*,11,0.4,0.6,·,-0.0035,-0.9,-1
Nn1cnnc1SCC(=O)Nc1ccc(C2CCCCC2)cc1,7,0.096,-12,-0.4,-0.6,-7,-1,-0.6,4
C[C@]12CC[C@@H]3c4ccc(O[C@@H]5O[C@H](C(=O)O)[C@@H](O)[C@H](O)[C@H]5O)cc4CC[C@H]3[C@@H]1C[C@@H](O)[C@@H]2O,·,0.14,·,-0.1,-4.9,-14,1.2,-3.1,1
COc1ccc(S(=O)(=O)N(Cc2ccccc2)Cc2nc(-c3ccccc3)no2)cc1,6,-0.74,33,-1.0,-2.6,·,23*,-1.1,13

# Reformatted with two lines to a compound: entries from further up.
# Sequence of screens – Jurkat tox 60K	M1 antagonist	5-HT1A blocker	HTR1E agonist	5HT1a ag	S1P1 ag pot	M1 ag	S1P3 agonist	5HT1E antag
> Cc1ccc(CNC(=O)CCS(=O)(=O)c2cccc3nonc23)cc1
 : ·	0.5	-15	-0.5	-0.2	·	-0.16	·	2
> CCN(CCCNC(=O)CCNC(=O)Cn1cnc2ccccc2c1=O)c1ccccc1
 : -3	-0.16	-5	0.1	-2.8	-22	-0.25	-1.1	-2
> COc1ccccc1NC(=O)CS(=O)(=O)c1cccc2nsnc12
 : -2	-0.1	4	-0.8	-4.7	-29	0.23	-0.5	-4

# Continued.
SMILES,Jurkat tox 60K,M1 antagonist,5-HT1A blocker,HTR1E agonist,5HT1a ag,S1P1 ag pot,M1 ag,S1P3 agonist,5HT1E antag
O=c1c2cc(N3CCOCC3)ccc2[nH]c(=S)n1Cc1ccco1,·,0.012,0,0.5,-2.8,·,-0.68,·,2
Cc1ncsc1C(=O)Nc1nc2c(s1)CC(C)CC2 (configuration not stated),4,0.56,-21,0.1,3.3,2,-0.13,0.6,2
Cc1cc2cc(CN(Cc3cccs3)Cc3nnnn3CC3CCCO3)c(=O)[nH]c2cc1C (configuration not stated),6,-0.71,-1,0.6,2.3,7,6.8*,-0.2,-8
CCOC(=O)CNC(=O)CN1C(=O)CCSc2ccccc21,12,0.22,-1,-0.9,-3.4,-2,-0.16,-0.8,5
COc1ccc2cc3cc(C(=O)Nc4ccccc4N4CCN(C)CC4)oc3nc2c1,5,-1.6,26,1.5,14,-5,0.78,1.1,5
Cc1nn(-c2ccccc2)cc1/C=N/O,-2,-0.26,-6,-0.6,-2.0,-15,0.89,0.3,6
Cc1ccc(S(=O)(=O)N2CCOCC2)cc1C(=O)NCc1cn2ccsc2n1,0,-0.36,-2,-0.3,-1.2,14,0.19,0.8,-10
O=C(O)c1ccccc1OCCOCCOc1ccccc1C(=O)O,-6,0.64,-5,-0.2,-3.7,·,0.076,0.2,-5
COc1cccc(C2C(C#N)=C(N)Oc3cc(C)[nH]c(=O)c32)c1OC (configuration not stated),·,0.31,·,-0.4,-0.2,6,-0.12,-3.9,-5
CCCCCCCC(=O)OCC(=O)[C@@]1(O)CC[C@H]2[C@@H]3CCC4=CC(=O)CC[C@]4(C)[C@H]3[C@@H](O)C[C@@]21C,·,0.032,·,5.8,-0.4,24,0.055,-3.3,4
Cc1ccnc(N2CCCC(C(=O)Nc3cc(F)ccc3C)C2)n1 (configuration not stated),-3,-0.53,9,0.0,-4.7,5,-0.55,0.2,4
CCC1CCCCN1CCCNC(=O)CC1Oc2ccc(C)cc2NC1=O (configuration not stated),-9,-1.6,-2,1.3,-1.0,-14,-0.024,0.1,-4
CCOC(=O)C1CCCN(S(=O)(=O)c2cn(C)c(=O)n(C)c2=O)C1 (configuration not stated),-4,0.34,-2,1.2,-0.4,-5,0.011,0.3,-7
